Dengue-2 NS5 capping = flavivirus cap methylation enzyme inhibition – biochemical, confirmation dose response, primary screen (AID 588689); Dengue-2 NS5 methyltransferase capping enzyme assay, biochemical; higher % means a stronger effect; inhibition, % at 25 µM; hits with a dose series show IC50 in µM; hit rate 0.3% among 340,000; in the data active = a potency from the dose series; inconclusive = inhibition above about 29% without an active follow-up result
GPR55 antagonists = inhibition of LPI-stimulated GPR55 beta-arrestin translocation – imaging, U2OS, beta-arrestin-GFP, LPI agonist, primary screen (AID 2013). U2OS GPR55 beta-arrestin-GFP translocation imaging, LPI antagonism; higher % means a stronger effect. one-dose inhibition, % at 10 µM; IC50 in µM for titrated hits. hit rate 0.13% among 290,000;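 active = spots per cell inhibited over 60%, with over 100 cells counted and total cytoplasm intensity under 500,000; inconclusive = wells with under 100 cells, flagged as likely toxic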;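 also: U2OS cells stably carrying GPR55 and arrestin-GFP stimulated by 5 µM LPI near EC80; imaged beta-arrestin-GFP aggregate spots per cell after agonist stimulation; plate controls were LPI-stimulated DMSO wells for no effect and DMSO wells without LPI for full effect; some results filed as inactive read as strong as hits; confirmed hits need IC50 under 10 µM and bright autofluorescent wells are also inconclusive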
HIV fusion peptide = cell-free HIV fusion peptide-binding blockers – biochemical, uHTS, fluorescence dequenching, primary screen (AID 1986). cell-free peptide binding, fluorescence dequenching, 30 min; higher % means a stronger effect. inhibition, % at 20 µM, or IC50 in µM where a hit was titrated. hit rate 0.3% among 290,000; in the data active = inhibition mostly above about 52%, no sharp cut-off; inactive = mostly below about 76%; also: some results filed as inactive read as strong as hits
GPR35 arrestin U2OS = inhibition of zaprinast-stimulated GPR35 beta-arrestin translocation – imaging, U2OS, beta-arrestin-GFP, zaprinast agonist, primary screen (AID 2058); U2OS GPR35 beta-arrestin-GFP translocation imaging, zaprinast antagonism; higher % means a stronger effect; inhibition, % at 10 µM, or IC50 in µM where a hit was titrated; hit rate 0.052% among 290,000;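 active = inhibition of at least 50% with at least 30 cells and total cytoplasm GFP at most 10,000,000; inconclusive = under 30 cells or total GFP of 10,000,000 plus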
Rac1 GTP hydrolysis = MgcRacGAP GTPase-activating activity inhibitors, confirmation, biochemical, ADP Hunter fluorescence; MgcRacGAP-stimulated Rac1 GTP hydrolysis, ADP Hunter fluorescence; higher % means a stronger effect; GST-tagged Rac1 F28L mutant substrate; inhibition, % at 30 µM; hits with a dose series show IC50 in µM; hit rate 0.6% among 340,000;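 active = first-screen hits whose inhibition reached a set limit at any dose in the follow-up dose series; inconclusive = inhibition above the set first-screen limit but never retested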;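 also: fluorescence reports GDP produced by GAP-driven GTP hydrolysis; strong numbers were not always called active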
K1F lysis inhibition = protection from phage-mediated lysis, alamar blue read-out – E. coli UTI89, K1F phage, bacterial capsule biogenesis inhibitors (AID 488966); E. coli UTI89 K1F phage lysis, alamar blue, 2 h; higher % means a stronger effect; one-dose inhibition, % at 100 µM; IC50 in µM for titrated hits; hit rate 0.02% among 340,000;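 active = phage lysis inhibition, versus mean bacterial control, above a set limit; inconclusive = no clear call, values can overlap the other calls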;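 also: capsule biogenesis inhibitors block K1F phage lysis so surviving cells raise fluorescence; higher fluorescence means more inhibition of phage lysis; actives were called in the ten point dose series up to 300 µM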
RSV CPE inhibition = inhibition of RSV-induced cytopathic effect – HEp-2 cells, primary 10 µM value included (AID 2391). HEp-2 cells, RSV-induced CPE inhibition; higher % means a stronger effect. one-dose CPE inhibition, % at 10 µM; IC50 in µM for titrated hits. hit rate 0.13% among 310,000; in the data active = a potency from the dose series; inconclusive = CPE inhibition mostly from about 23% at the one dose, without a potency; inactive = the rest, 99 in 100 with CPE inhibition below about 21%; also: strong numbers were not always called active
SV40 large T antigen = TAg ATPase/helicase activity blockers – biochemical (AID 1903). SV40 large T antigen ATPase/helicase inhibition assay; higher % means a stronger effect. inhibition, % at 20 µM; hits with a dose series show IC50 in µM. hit rate 0.39% among 310,000; in the data active = a potency from the dose series; inconclusive = inhibition mostly from about 32% at the one dose, without a potency; inactive = the rest, 99 in 100 with inhibition below about 32%; also: strong numbers were not always called active
PhoP inhibition = inhibitors of PhoP regulon expression, primary screen, Salmonella Typhimurium, GFP reporter (AID 1863) | S. Typhimurium PhoP-regulated promoter GFP reporter, 4 h; higher % means a stronger effect | inhibition, % at 50 µM; hits with a dose series show IC50 in µM | hit rate 0.16% among 300,000;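 active = inhibition over 29.93%, a cutoff 3 SD above the screen mean, later confirmed by dose response; inconclusive = inhibition over 29.93% but no dose response follow-up; inactive = inhibition at most 29.93% or unconfirmed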;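 also: 0% = low Mg2+ inducing control and 100% = high Mg2+ repressing control; strong numbers were not always called active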
Active calls of the source: *; ? = inconclusive; / = not tested or not shown; [ ] = remark or other dose.

SMILES	Dengue-2 NS5 capping	GPR55 antagonists	HIV fusion peptide	GPR35 arrestin U2OS	Rac1 GTP hydrolysis	K1F lysis inhibition	RSV CPE inhibition	SV40 large T antigen	PhoP inhibition
COc1ccc(-n2nc(C(=O)NCC(=O)NCc3ccccc3OC)c3ccccc3c2=O)c(OC)c1	0%	12%	4.5%	-11%	3%	0.4%	2.6%	1%	1%
COc1cccc(CN(C)CC(=O)Nc2ccccc2C(C)C)c1	1%	-5%	-0.5%	10%	28%	0.1%	8.6%	1%	2%
O=C(COC(=O)c1cnc(Cl)c(Cl)c1)NCc1cccs1	-1%	15%	0.7%	-4%	3%	-1.4%	-1.4%	25%	-9%
Fc1cccc(CSc2ccc3nnc(-c4cccnc4)n3n2)c1	-3%	10%	-0.8%	9%	10%	0.2%	0.2%	6%	-4%
COc1cccc(SCc2noc(C(=O)NC(C)C)c2C(=O)O)c1	0%	-10%	3.4%	-3%	8%	1.1%	0.6%	5%	-7%
O=S(=O)(Nc1ccc(Cl)cn1)c1ccccc1	-11%	-1%	-0.1%	-1%	2%	-1.6%	1.6%	17%	-8%
CCOc1ccc(N(CC(=O)Nc2ccc(OC)cc2OC)S(=O)(=O)c2c(C)[nH]c(=O)[nH]c2=O)cc1	3%	-3%	1.1%	18%	-3%	-0.4%	0.7%	-33%	8%
CCCCOc1ccc(C2=CSC3=NCCN23)cc1[N+](=O)[O-]	-3%	17%	-0.6%	-8%	13%	0.1%	7.1%	12%	-4%
CC(Sc1ccc(Cl)cc1)C(=O)Nc1ccccc1-c1ccccc1 (configuration not stated)	-6%	24%	-1.0%	0%	6%	1.1%	0.6%	12%	6%
CCc1ccc(NC(=O)c2cnc3scc(C)n3c2=O)cc1	-3%	3%	-3.1%	6%	14%	0.2%	2.7%	4%	14%
COc1ccc(NC(=O)COC(=O)CO/N=C(\C)c2ccc3c(c2)OCO3)cc1S(N)(=O)=O	3%	/	/	/	3%	0.5%[50 µM]	0.3%	/	/
Cc1ccc(S(=O)(=O)N2CCC(C(=O)OCCOc3ccccc3)CC2)cc1C	-9%	/	/	/	5%	0.2%[50 µM]	-0.9%	-1%	-3%
Cc1c(C(=O)NC2CCCc3ccccc32)oc2ccc(S(=O)(=O)N3CCCC3)cc12 (configuration not stated)	-1%	-2%	0.8%	-3%	-3%	4.7%	1.8%	14%	-4%
COc1ccccc1N1CCN(Cc2cc(OC)c3c(c2)OCO3)CC1	-2%	-9%	0.7%	13%	5%	-0.1%	1.3%	8%	1%
COC(=O)c1sccc1NC(=O)COc1ccc(Cl)cc1Cl	-9%	-10%	-0.8%	14%	6%	0.3%[50 µM]	2.4%	1%	-7%
COc1cc(OC)cc(C(=O)NCC(=O)OCC(=O)N2CC(C)CC(C)C2)c1 (configuration not stated)	-6%	-5%	0.3%	-8%	5%	0.1%	0.5%	14%	-8%
O=C(COc1cc(Cl)c(Cl)cc1Cl)Nc1cccc(O)c1	2%	6%	-0.3%	14%	-4%	0.0%	?	8%	-6%
Cn1c(=O)c2c(ncn2CC(=O)N2CCN(S(=O)(=O)c3ccc(Cl)cc3)CC2)n(C)c1=O	-2%	11%	-1.3%	0%	11%	-0.1%	-0.6%	-2%	9%
C/C(=N\NC(=O)c1c(Br)c(C)nn1C)c1ccc(NC(=O)c2ccoc2C)cc1	4%	0%	-1.8%	-1%	5%	1.5%	0.8%	-10%	8%
CC1(c2ccccc2)NC(=O)N(CC(=O)Nc2cc(Cl)ccc2N2CCOCC2)C1=O (configuration not stated)	6%	/	/	/	1%	1.3%[50 µM]	-2.1%	18%	-6%
CC(C)C(=O)Nc1ccc([N+](=O)[O-])c(C(F)(F)F)c1	-3%	-8%	-1.2%	8%	-6%	0.2%	17%	10%	2%
O=C(Nc1cccc(F)c1)N1CC=C(c2ccc(Cl)cc2)CC1	-2%	-4%	2.5%	-7%	0%	1.5%	6.6%	5%	4%
CCN(CC(=O)Nc1ccc(NC(C)=O)cc1)C(=O)Cc1c(Cl)cccc1Cl	-3%	2%	1.7%	-2%	1%	2.6%[50 µM]	4.2%	13%	-1%
CC(=O)c1c(C)[nH]c(C(=O)OCC(=O)Nc2ccc(C)cc2[N+](=O)[O-])c1C	-3%	5%	-0.5%	0%	6%	0.1%	3.0%	-2%	12%
Cc1ccc(Cn2cc(C(=O)c3ccc(F)cc3)c(=O)c3cc4c(cc32)OCCO4)cc1	-10%	18%	2.4%	-22%	-5%	-0.5%	1.4%	8%	-1%
CCC(=O)Nc1ccc(Cl)c(NC(=S)NC(=O)c2cc3ccccc3o2)c1	1%	50%	-0.5%	-1%	7%	0.2%	1.0%	-20%	7%
O=S(=O)(NCc1ccccc1)c1ccc(S(=O)(=O)N2CCCC2)cc1	-4%	2%	2.3%	4%	-6%	-1.0%	-0.4%	-2%	4%
COc1ccccc1CNC(=O)CCCn1nc(C)c2c(C)n(-c3ccc(C)cc3)nc2c1=O	-4%	8%	0.4%	11%	11%	-0.1%	53%	8%	-2%
COc1cc(/C=C/C(=O)OCC(=O)N2CC3(C)CC2CC(C)(C)C3)ccc1O (configuration not stated)	1%	7%	-2.2%	-10%	50µM*	1.5%	2.7%	-9%	16%
CC(=O)c1ccccc1OCCCCN1CCCCC1	3%	-4%	0.3%	0%	?	0.3%	-1.2%	7%	2%
CCN1CCC(NC(=O)Nc2cc(Cl)ccc2OC)CC1	/	4%	0.1%	-4%	-3%	-0.3%	0.2%	2%	-3%
CCOc1ccc(NC(=O)Cn2cc(C(=O)CC)c3ccccc32)cc1	6%	-4%	0.9%	-3%	8%	0.4%	1.3%	12%	-6%
OCC1OC(Oc2cccc3ccccc23)C(O)C(O)C1O (configuration not stated)	-5%	13%	-1.4%	1%	11%	0.1%	2.7%	6%	-2%
O=c1cc(CN2CCOCC2)nc(C2CC2)[nH]1	-5%	0%	0.1%	8%	3%	-0.1%	0.5%	3%	-4%
O=C(NC1CCS(=O)(=O)C1)c1cccs1 (configuration not stated)	-1%	-10%	-1.0%	0%	5%	-0.1%	0.5%	2%	-2%
CC(=O)N1CCc2cc(N=NC3=C(O)CC(C)(C)CC3=O)ccc21	-32%	14%	15%	16%	8%	-1.6%	1.9%	7%	-2%
COc1cccc(NC(=O)N2CCC(C(N)=O)(N3CCCCC3)CC2)c1	-7%	7%	0.2%	2%	2%	2.6%	1.4%	16%	-1%
O=C1CCC(=O)N1CCSC(=S)N1CCOCC1	-5%	8%	0.9%	-11%	10%	-0.1%	1.9%	5%	-10%
O=C(/C=C/Sc1ccc(C(F)(F)F)cn1)c1ccccc1	1%	-14%	-1.8%	12%	11%	0.4%	-2.2%	20%	2%
CCOc1ccc(-n2nc(C(=O)NCCOC)c3ccccc3c2=O)cc1	-3%	20%	0.9%	-12%	3%	0.0%	1.9%	2%	3%
COc1ccc(-c2coc3cc(OC4OC(CO)C(O)C(O)C4O)cc(O)c3c2=O)cc1 (configuration not stated)	-5%	/	/	/	4%	0.7%[50 µM]	1.6%	/	/
Cc1cc(Cl)ccc1OC(C)C(=O)Nc1ccc(C(=O)Nc2ccccc2C(=O)O)cc1 (configuration not stated)	3%	11%	13µM*	-12%	11%	2.3%[50 µM]	14%	1%	-6%
CCCC(C)NC(=O)CSc1nc(-c2ccccc2)cn1N (configuration not stated)	-3%	2%	-0.6%	17%	8%	0.2%	1.5%	-3%	13%
Cc1ccccc1-n1c(O)c(/C=C/C=Nc2ccccc2)c(=O)[nH]c1=O	-1%	-6%	151%	16%	3%	2.4%	2.5%	22%	-93%
COc1cccc(NC(=O)COC(=O)COc2cccc3c2OC(C)(C)C3)c1	1%	13%	-1.2%	0%	6%	0.8%	0.1%	3%	-5%
COCCOC(=O)c1cc(C(=O)c2cc(F)ccc2O)coc1=N	-9%	2%	3.6%	-1%	5%	3.4%	2.1%	7%	-8%
C=CCn1nc(-c2ccccc2)cc1C(=O)OCC	-10%	/	/	/	9%	1.1%	2.7%	3%	-5%
CCOc1ccccc1C(=O)Nc1cccc(-c2ccc(N3CCOCC3)nn2)c1	-1%	/	/	/	3%	-0.6%[50 µM]	-2.9%	0%	12%
CC1(C)C2CC[C@]3(C)C(CC=C4[C@@H]5C[C@@](C)(CO)[C@@H](O)C[C@]56C[C@@H](OC6=O)[C@]43C)[C@@]2(C)CC[C@@H]1O (some centres not stated)	0%	/	/	/	1%	0.0%	/	4%	10%
COC(=O)c1ccccc1N=Nc1c(C)n[nH]c1C	7%	-2%	-1.4%	17%	15%	3.7%	/	-2%	-12%
O=C(O)COc1ccc(/C=N/NC(=O)C2CCCN2S(=O)(=O)c2ccc(Cl)cc2)cc1 (configuration not stated)	-9%	-8%	2.8%	12%	3%	0.1%	1.5%	3%	2%
N#Cc1nc(-c2cccc3ccccc23)oc1N1CCCCC1	-6%	6%	1.5%	11%	12%	1.4%	-0.1%	9%	15%
O=C(CSc1cccc2cccnc12)N/N=C/c1ccc(O)cc1	3%	-2%	0.2%	-9%	?	-0.3%	0.9%	12µM*	-3%
CCOC(=O)C1=C(C)NC(=O)N(C(C)=O)C1c1ccc(Cl)cc1 (configuration not stated)	-11%	2%	3.6%	-11%	-6%	-0.2%	-2.2%	10%	3%
Cc1ccccc1N1CCN(C(=S)c2ccc(-c3cccc([N+](=O)[O-])c3)o2)CC1	2%	12%	2.4%	-10%	10%	0.4%	4.2%	7%	-12%
CC1CCCN(C(=O)CCNS(=O)(=O)c2ccc(Br)cc2)C1 (configuration not stated)	-4%	/	/	/	8%	1.2%[50 µM]	40%	13%	-1%
CCc1nnc(SC(C)C(=O)Nc2nccs2)n1C (configuration not stated)	-3%	0%	-0.3%	-8%	6%	0.4%[50 µM]	0.8%	7%	-2%
CC(=O)NC(CC(=O)NCC(c1ccco1)N(C)C)c1ccccc1 (configuration not stated)	-7%	7%	22%	6%	-1%	0.2%	7.0%	/	/

Compound activity: PubChem BioAssay, several laboratories
